TbREL1 inh = TbREL1 inhibition, primary screen. P86926. TbREL1 RNA ligation, FRET fluorescence. inhibition, % at 9.66 µM. actives 0.49% (n = 89,000). AID 1117264;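 active = inhibition above the mean inhibition across all screened compounds plus 3 SD, cut at about 11% in these data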;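 also: 0% = plate median of test wells and 100% = NSC42067 control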
Target sequence (P86926 whole entry, looked up): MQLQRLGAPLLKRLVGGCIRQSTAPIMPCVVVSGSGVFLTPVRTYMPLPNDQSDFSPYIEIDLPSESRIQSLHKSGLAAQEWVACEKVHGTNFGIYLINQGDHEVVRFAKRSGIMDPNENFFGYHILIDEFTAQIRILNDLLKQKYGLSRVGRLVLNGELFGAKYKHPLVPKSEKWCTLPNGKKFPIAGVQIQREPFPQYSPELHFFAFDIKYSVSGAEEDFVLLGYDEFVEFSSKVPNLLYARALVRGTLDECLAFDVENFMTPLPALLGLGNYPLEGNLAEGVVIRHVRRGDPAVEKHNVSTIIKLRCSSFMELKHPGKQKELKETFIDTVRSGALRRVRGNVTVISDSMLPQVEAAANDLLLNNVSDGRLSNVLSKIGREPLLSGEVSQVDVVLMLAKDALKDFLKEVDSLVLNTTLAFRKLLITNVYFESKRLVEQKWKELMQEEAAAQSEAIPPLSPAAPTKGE
* = called active by the depositor. This is a subset; rates above refer to the full screens.

TbREL1 inh	SMILES
4	CC(C)C(NS(=O)(=O)/C=C/c1ccccc1)C(=O)NCc1ccc(F)cc1 (stereo unspecified)
1	CCC(=O)Nc1ccc(N/C(N)=N/c2nc(C)cc(C)n2)cc1
1	Cc1cc(-c2c(C(=O)N3CCOCC3)c(C)nn2-c2ccccc2)no1
1	O=C(O)CCC(=O)N1CCN(c2cccc(Cl)c2)CC1
3	c1ccc2c(-c3nc(-c4ccncc4)no3)cccc2c1
-3	CC(C)CCn1c(C(C)O)nc2ccccc21 (stereo unspecified)
2	CC(/C=N/NC(=O)CSc1nc(C)cc(C)n1)=C\c1ccccc1
3	CCN(CC)CCN(C(=O)c1ccc2c(c1)CCCC2)c1nc2ccc(OC)cc2s1
8	O=C1Cc2ccccc2Sc2c(OCCN3CCCCC3)cccc21
1	CC(=O)c1ccc(OCC(O)CN2CCN(c3ccccn3)CC2)cc1 (stereo unspecified)
-5	O=C(Nc1ccc(N2CCOCC2)cc1)c1cnsn1
-1	COc1ccc(CN(C(=O)CCC(=O)Nc2cc(C)on2)C(C(=O)NC(C)(C)C)c2cccc(OC)c2OC)cc1 (stereo unspecified)
-2	COc1ccc(NC(=O)CSc2nnc(CNC(=O)COc3ccc(Cl)cc3)o2)c(OC)c1
5	CC(C)C[C@H](NC(=O)c1nc[nH]c1C(=O)N[C@@H](CC(C)C)C(=O)OC(C)(C)C)C(=O)OC(C)(C)C
-3	Cn1c(=O)c2c(nc(SCCCC#N)n2Cc2ccccc2F)n(C)c1=O
-3	CCN(CC)c1ccc(S(=O)(=O)N2CCOCC2)cc1NC(=O)COC(=O)c1cccnc1SC
-1	COc1ccc(-n2ncc3c(N(C)C4CCCCC4)ncnc32)cc1
-4	C=CCCC(=O)N(Cc1ccccc1)c1ccccc1C(=O)Nc1cc(OC)ccc1OC
6	O=C(c1ccc(-c2ccccc2)cc1)C1CCCN(C(=O)c2ccncc2)C1 (stereo unspecified)
-1	O=C(NCCc1ccccn1)C(F)(F)C(F)(F)C(F)(F)C(F)(F)C(F)(F)C(F)F
0	O=C(NCc1ccccc1)C1=C[C@@H](C2CC2)C[C@@H](OCCCCO)O1
-3	Cc1ccc(NC(=O)NC(=O)CSc2nnnn2C)c(C)c1
0	CC1CCCCN1CC(=O)NC(=O)NCc1ccccc1 (stereo unspecified)
-3	Cc1ccc(OCC(O)CN2CCN(CC(O)COc3ccc(C)cc3)CC2)cc1 (stereo unspecified)
-1	CCCc1nc2c(=O)n(C)c(=O)[nH]c2n1C
2	O=C(NCCN1CCOCC1)/C(=C\c1ccccc1Cl)NC(=O)c1ccccc1
-4	COc1ccc(CCNC(=O)C(=O)NCc2ccc(C(C)C)cc2)cc1OC
-2	COc1ccccc1NC(=O)N1CCN(c2cccc(C(F)(F)F)c2)CC1
-1	O=C(C[C@H]1C/C=C\CCCCC(=O)OC[C@H]2CCCN2C1=O)N[C@H](CO)Cc1ccccc1
-3	COC(=O)CCC(=O)OC1(C)C(=O)C=C2C=C(C3CC3)N(c3ccccc3)C=C2C1=O (stereo unspecified)
1	COCCn1c(COc2cccc(OC)c2)nnc1SCC(=O)N1CCOCC1
-2	CC1CCCCN1C(=O)CSc1nnc(-c2cccnc2)o1 (stereo unspecified)
4	Cc1cc(NC(=O)c2cccs2)cc(-c2nc3ncccc3o2)c1O
3	CCC/C=C1/CCCOC(C(=O)NCc2ccccc2)(C(F)(F)F)C1 (stereo unspecified)
1	CC(C)C(c1nnnn1C1CCCCC1)N1CCN(c2ncccn2)CC1 (stereo unspecified)
6	CS(=O)(=O)N(CC(=O)Nc1cc(Cl)ccc1Cl)c1ccccc1Cl
-2	O=C(Cn1cnc2c(cnn2-c2ccccc2)c1=O)NCCc1ccccc1
0	COc1ccc(C(=O)NCCNC(=O)c2cnccn2)cc1OC
0	CC(C)(C)OC(=O)C[C@@H]1C/C=C\C[C@H](CC(=O)N[C@H](CO)Cc2ccccc2)C(=O)N[C@H](Cc2ccccc2)COC1=O
0	CCc1ccc(/C([O-])=C(/C(=S)NCCN2CCOCC2)[n+]2ccccc2)cc1
-3	CCCCNC(=O)C1(C)CCCCN1Cc1ccc2ccccc2c1 (stereo unspecified)
-1	Cc1ccc(-c2cc(NC(=O)Cc3c[nH]c4ccccc34)ccc2N(C)c2cccnc2)cc1
0	COC(=O)c1ccccc1NC(=O)COC(=O)c1ccco1
-2	O=C(CS(=O)CC(=O)Nc1ccccc1-c1ccccc1)Nc1ccc(F)cc1 (stereo unspecified)
-3	COc1ccc(C2=Nc3cc(C)ccc3OC2)cc1
3	N=c1c(C(=O)NC2CCCCC2)cc2c(=O)n3ccccc3nc2n1CCc1ccccc1
-1	Cc1ccc(C(=O)Nc2cc([N+](=O)[O-])ccc2F)s1
1	O=c1[nH]cc(S(=O)(=O)Nc2ccc3c(c2)OCO3)c(=O)[nH]1
1	NNC(=O)c1n[nH]c(=O)c2ccccc12
4	O=C(Nc1ccc(OCC(F)(F)C(F)F)c(C(F)(F)F)c1)c1ccccc1

Arranged by number of heavy atoms (highest first): part of the list above
TbREL1 inh	SMILES
-1	Cc1ccc(-c2cc(NC(=O)Cc3c[nH]c4ccccc34)ccc2N(C)c2cccnc2)cc1
-3	COC(=O)CCC(=O)OC1(C)C(=O)C=C2C=C(C3CC3)N(c3ccccc3)C=C2C1=O (stereo unspecified)
-2	O=C(Cn1cnc2c(cnn2-c2ccccc2)c1=O)NCCc1ccccc1
4	O=C(Nc1ccc(OCC(F)(F)C(F)F)c(C(F)(F)F)c1)c1ccccc1
-1	Cc1ccc(C(=O)Nc2cc([N+](=O)[O-])ccc2F)s1
1	NNC(=O)c1n[nH]c(=O)c2ccccc12

Part of the list above, reformatted:
SMILES	TbREL1 inh
COC(=O)c1ccccc1NC(=O)COC(=O)c1ccco1	0
O=c1[nH]cc(S(=O)(=O)Nc2ccc3c(c2)OCO3)c(=O)[nH]1	1
COc1ccc(C2=Nc3cc(C)ccc3OC2)cc1	-3
N=c1c(C(=O)NC2CCCCC2)cc2c(=O)n3ccccc3nc2n1CCc1ccccc1	3

Additional entries:
TbREL1 inh	SMILES
5	COc1ccccc1N1CCN(S(=O)(=O)c2cn(C)nc2C)CC1
-3	CCOC(=O)N(C)c1c(CC)nc2c(OCc3ccc(S(C)(=O)=O)cc3)cccn12
3	O=C(NCC1CCCO1)c1onc(CSc2ccccc2)c1C(=O)O (stereo unspecified)
4	O=C(NC1(Cc2ccccc2)CCN(Cc2ccc(-c3ccccc3)cc2)C1=O)c1ccccc1 (stereo unspecified)
3	COc1cc(/C=C2\SC(=S)N(N3CCOCC3)C2=O)ccc1O
1	CC1(C)CC(=O)CC(=Nc2ccc3[nH]c(=O)[nH]c3c2)C1
1	CN(C)S(=O)(=O)c1ccc(Cl)c(NC(=O)C2CCN(S(=O)(=O)c3cccs3)CC2)c1
-8	CC(C)CC(=O)NC(=S)Nc1ccc(N2CCN(C(=O)c3cccs3)CC2)cc1
4	O=C1c2ccccc2NC(c2ccc(O)cc2)N1Cc1ccco1 (stereo unspecified)
-1	CN(Cc1ccccc1)S(=O)(=O)c1ccc(N2CCCC2=O)cc1
3	CCc1ccccc1NC(=O)CCC(=O)N1CCSc2ccccc21
0	CCCCn1c(N)c(N(CC(C)C)C(=O)c2ccc(N(C)S(=O)(=O)c3ccc(C)cc3)cc2)c(=O)[nH]c1=O
0	N#Cc1cccc(NC(=O)CNc2cccc(S(=O)(=O)N3CCCC3)c2)c1
1	COc1ccc(N(Cc2cc3ccccc3[nH]c2=O)S(C)(=O)=O)cc1
3	COc1cccc(N2CCN(C(=O)CSc3nc4ncccc4[nH]3)CC2)c1
1	CCOC(=O)c1ccc(NC(=O)CN2C(=O)CCC2=O)cc1
5	CCN(CC)S(=O)(=O)c1ccc(C(=O)Oc2ccc3c(c2)OCO3)cc1
-4	CCOC(=O)CN(C(=O)CSc1nnc(CNc2ccc(C)cc2C)o1)c1ccccc1
3	CC(C)(C)OC(=O)[C@H](Cc1ccccc1)NC(=O)c1[nH]cnc1C(=O)N[C@@H](Cc1ccccc1)C(=O)OCc1ccccc1
2	CC1CC(C)CN(C(=O)CSc2nnc(-c3ccc(Cl)cc3)o2)C1 (stereo unspecified)
1	Cc1nnc(NC(=O)CSc2nnc(CC(=O)Nc3ccccc3Cl)n2C)s1
5	Cc1sc2nc(CSCC(=O)Nc3ccc(C(F)(F)F)cc3)[nH]c(=O)c2c1C
0	Cc1c(C(=O)NCc2ccc3c(c2)OCO3)sc(=O)n1Cc1ccc(-c2ccccc2)cc1
2	CCc1ccccc1-c1cc(C(C)=O)c2n(c1=O)CCC2
2	O=C(COC(=O)COc1ccc2c(c1)CCC2)Nc1ccccc1
5	CCOc1ccccc1N1CCN(C(=O)c2ccc(NS(=O)(=O)c3ccc4[nH]c(=O)[nH]c4c3)cc2)CC1
9	O=C1Nc2ccccc2C1(O)Cc1ccccn1 (stereo unspecified)
-1	CCn1c(CN2CCN(c3ccc(Cl)cc3)CC2)nc2ccccc21
-5	Cc1ccccc1NC(=S)NCCSc1ccc(Cl)cc1
6	COc1ccc(C(=O)NCCS(=O)(=O)NC(C)c2ccccc2)cc1 (stereo unspecified)
0	CC(=O)Nc1ccc(NC(=O)C(Cc2ccccc2)NC(=O)C2CCC(C)CC2)cc1 (stereo unspecified)
2	O=C(Cn1cnc2cc([N+](=O)[O-])ccc2c1=O)Nc1ccccc1-c1ccccc1
-1	C[C@H]1CCCN1c1cccc2c1S(=O)(=O)N(C1CC1)CCCO2
-3	N/C(=N/O)c1nc(N2CCCCC2)nc(N2CCCCC2)n1
0	O=C(N1CCOCC1)N1CCN(Cc2ccccc2)CC1
1	O=C(CCC(=O)c1cccs1)NCC(c1ccc(F)cc1)N1CCOCC1 (stereo unspecified)
-1	COC[C@@H]1CCCN1c1cccc2c1S(=O)(=O)N(C1CC1)CCCO2
3	COc1ccc(C(C(=O)N(C)C2CCCC2)N(Cc2ccc(F)cc2)C(=O)c2sccc2Cl)cc1OC (stereo unspecified)
0	CCN1CCN(c2ncnc3sc(C(=O)Nc4ccccc4F)c(C)c23)CC1
1	COC(=O)c1ccccc1NC(=O)COC(C)=O
5	CCOc1ccc(-n2c(SCC(=O)Nc3ccc4cn[nH]c4c3)nnc2-c2ccncc2)cc1
-3	Nc1nc(=O)c2ccccc2s1
-1	O=C(CNC(=O)c1ccccc1F)NCCc1ccc(Cl)cc1Cl
-4	O=C(CSc1nc(O)c(Cc2ccccc2)c(=O)[nH]1)Nc1ccccc1
-1	CCOC(=O)c1cccc(NC(=O)N2CCOCC2)c1
-6	COc1ccc(NC(=S)NNc2ccc(C(=O)O)cc2)cc1
1	CCCN1C(=O)CN(C2CCCCCC2)C(=O)C1c1ccc(C)cc1 (stereo unspecified)
0	Cc1ccc(NC2=CC(=O)CC(c3ccccc3)C2)cc1 (stereo unspecified)
1	COCCNC(=O)C1CCN(C(=O)C2CC(=O)N(c3ccc(C)cc3)C2)CC1 (stereo unspecified)
-2	CC(c1ccccc1)n1cc(C(=O)NCC2COc3ccccc3O2)nn1 (stereo unspecified)

Further compounds follow:
TbREL1 inh	SMILES
-1	O=C(Nc1cc(S(=O)(=O)N2CCOCC2)ccc1N1CCOCC1)c1ccccc1Cl
-2	O=C(NCC1(N2CCOCC2)CCCCC1)c1cccc(S(=O)(=O)Nc2ccc(F)cc2)c1
-1	Cc1ccc(-c2nc3ccc(C)cn3c2Cc2cccc(Cl)c2)cc1
8	COc1ccc(NC(=O)Cn2nnc(C(=O)Nc3ccc(F)c(Cl)c3)c2N)cc1
-3	O=C(OCc1ccc([N+](=O)[O-])cc1)C1CC(=O)N(CCc2ccccc2)C1 (stereo unspecified)
-3	CCC(=O)CCC(=O)c1ccc2ccccc2c1
0	O=C(O)c1ccc(COc2ccccc2/C=C2\NC(=O)N(Cc3ccccc3F)C2=O)cc1
-1	Cc1ccc(NC(=S)N2CCN(C3CCCCC3)CC2)cc1
-3	COc1ccc(CC(=O)NC(C)c2nnc(SCC(=O)c3ccc(Br)cc3)n2C)cc1 (stereo unspecified)
0	CCCCn1c(N)c(N(CCC(C)C)C(=O)CCN2C(=O)C3CC=CCC3C2=O)c(=O)[nH]c1=O (stereo unspecified)
-1	CCOC(=O)C1CCN(c2c(NCCCN(C)C3CCCCC3)c(=O)c2=O)CC1
0	Cc1cccc(CSc2nc3ccccc3c(=O)n2C)c1
-4	CSc1nnc(Cn2c(=O)sc3ccccc32)n1CCc1ccccc1
1	CN(C)CCCN(Cc1ccc2c(c1)OCO2)C(=O)NC1CCCCC1
0	NC(=O)NOCc1c(F)cccc1Cl
6	COc1ccc(-c2oc3c(c2-c2cnc(OC)nc2)C(O)CC3)cc1 (stereo unspecified)
3	CCOC(=O)C1C(C(C)=O)=C(c2ccccc2)c2ccccc2N1S(=O)(=O)C(F)(F)F (stereo unspecified)
-2	O=C(CNC(=O)c1cccs1)Nc1ncccc1O
0	CCC(C)NS(=O)(=O)c1ccc(NC(=O)Cc2ccc(OC)cc2)cc1 (stereo unspecified)

Screening results: PubChem, The Scripps Research Institute Molecular Screening Center
